High-throughput results as filed in PubChem.
FLuc inh – inhibitors of firefly (Photinus pyralis) luciferase; P08659; purified P. pyralis luciferase, luminescence, biochemical; Potency, µM (highest dose often 115 µM), for the others: at the highest dose activity change, negative = inhibition, actives largely listed as inhibitors; actives 2.5% (n = 76,000); further: potency means the concentration at half of the fitted maximal effect; nearly all actives have a fitted effect of over 65% in size
Target sequence (P08659 whole entry, looked up): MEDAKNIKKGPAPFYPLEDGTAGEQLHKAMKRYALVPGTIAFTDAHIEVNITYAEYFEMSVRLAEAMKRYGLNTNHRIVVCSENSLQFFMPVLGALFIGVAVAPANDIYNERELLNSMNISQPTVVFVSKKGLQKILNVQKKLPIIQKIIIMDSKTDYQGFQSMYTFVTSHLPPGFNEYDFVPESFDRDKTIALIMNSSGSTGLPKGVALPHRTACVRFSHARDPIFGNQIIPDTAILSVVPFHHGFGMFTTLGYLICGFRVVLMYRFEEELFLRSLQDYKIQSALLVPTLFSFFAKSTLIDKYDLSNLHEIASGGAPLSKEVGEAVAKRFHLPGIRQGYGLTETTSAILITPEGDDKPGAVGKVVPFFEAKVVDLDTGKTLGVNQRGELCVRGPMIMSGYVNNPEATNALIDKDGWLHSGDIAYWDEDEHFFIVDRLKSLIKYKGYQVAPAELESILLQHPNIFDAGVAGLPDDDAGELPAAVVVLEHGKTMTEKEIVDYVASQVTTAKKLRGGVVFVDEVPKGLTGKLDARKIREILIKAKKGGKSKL
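Cell-free enzyme assay, 10nM P. pyralis luciferase, luciferin and ATP each at 10uM. Inhibition profiled over a 6-point titration, read as luminescence.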
SNCA expr inh – inhibitors of alpha-synuclein (SNCA) gene expression; HEK-293 SNCA-luciferase knock-in, luminescence, 24 h; Potency, µM (doses to about 57.2 µM), without a hit: top-dose activity change, negative = inhibition, most hits filed as inhibitors; actives 0.17% (n = 140,000); AID 1671194;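 further: potency means the concentration at half of the fitted maximal effect; plate controls were DMSO cells for no effect and cell-free wells for full effect; nearly all actives have a fitted effect of over 45% in size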
GPT2 inhibitor – blocks human glutamate pyruvate transaminase 2; Potency, µM (highest dose often 57.7 µM), without a hit: top-dose activity change, negative = inhibition, usual class: inhibitors; AID 1671188; actives 0.25% (n = 100,000); Recombinant GPT2, coupled pyruvate oxidase/HRP Amplex Red fluorescence; further: potency means the concentration at half of the fitted maximal effect; nearly all actives have a fitted effect of over 60% in size; many of its hits are not listed in these tables
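GPT2 10ng/uL, a-KG 250uM, L-Ala 2mM, HEPES pH7.5 + 0.0001% Tween; 30 min RT. Then Amplex mix (PO/HRP/ThPP), 30 min RT dark, fluorescence. AOA 50uM used as positive control.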
SNCA viab count – cell viability loss counter-screen. HEK-293-SNCA-luc viability, GF-AFC fluorescence, 24 h. Potency, µM (series often up to 57.1 µM), inactives show at the top dose activity change, negative = cytotoxicity, hits mostly cytotoxic. actives 0.12% (n = 150,000). AID 1671193;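 further: potency means the concentration at half of the fitted maximal effect; 0% = DMSO-treated cells and -100% = medium-only wells without cells; nearly all actives have a fitted effect of over 30% in size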
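HEK-293-SNCA-luc cells (1500/well) plated 24 h, then exposed 24 h to a dilution series; GF-AFC added 30 min at 37C, fluorescence 405/540 nm; normalised to medium-only and DMSO wells, Hill fit.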
NIH3T3 tox – NIH 3T3 cell cytotoxicity; NIH 3T3 viability, CellTiter-Glo ATP luminescence, 48-72 h; Potency, µM (titrated, usually from 96.7 µM), for inactives: at the top dose activity change, negative = cytotoxicity, usual class: inhibitors; actives 4.3% (n = 94,000); AID 1345082; further: potency means the concentration at half of the fitted maximal effect; nearly all actives have a fitted effect of over 55% in size
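Mouse fibroblast NIH 3T3 cells, 400 per well, received compound via pintool and were incubated for 48 or 72 hr prior to CellTiter-Glo ATP luminescence measurement.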
IP6K1 inh – blocks human inositol hexakisphosphate kinase 1 | IP6K1 kinase, ADP-Glo luminescence, 2 h; active compounds read low | Q92551 | AID 1645851 | activity change, % (series mostly up to about 58 µM) | actives 0.81% (n = 140,000); in the data active means activity change below about -25%
Target sequence (Q92551 whole entry, looked up): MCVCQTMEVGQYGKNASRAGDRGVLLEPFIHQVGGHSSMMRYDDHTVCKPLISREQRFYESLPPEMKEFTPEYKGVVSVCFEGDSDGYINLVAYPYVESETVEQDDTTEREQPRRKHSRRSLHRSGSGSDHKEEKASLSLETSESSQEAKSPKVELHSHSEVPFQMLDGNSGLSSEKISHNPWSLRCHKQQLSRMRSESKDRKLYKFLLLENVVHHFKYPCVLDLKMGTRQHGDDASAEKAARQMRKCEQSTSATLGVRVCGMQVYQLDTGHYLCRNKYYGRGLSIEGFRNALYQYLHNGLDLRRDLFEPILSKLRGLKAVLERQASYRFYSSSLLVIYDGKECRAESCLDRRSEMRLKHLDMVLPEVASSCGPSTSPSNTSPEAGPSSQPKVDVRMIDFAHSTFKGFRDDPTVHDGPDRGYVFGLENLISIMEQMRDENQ
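ADP-Glo luminescence measures ADP made by human IP6K1 during a 2 h RT reaction with ATP/IP6 (mix at 1.3 mM/130 uM); top library doses 57.5 and 19.1 uM final.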
HEK293 tox – cytotoxic compounds in HEK 293 cells; Potency, µM (doses to about 115 µM), for the others: at the highest dose activity change, negative = cytotoxicity, actives largely listed as inhibitors; actives 6.6% (n = 94,000); HEK 293 viability, ATP luminescence (CellTiter-Glo), 48-72 h; further: potency means the concentration at half of the fitted maximal effect; nearly all actives have a fitted effect of over 60% in size
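Viability of HEK 293 cells, plated at 250 cells/well, was judged by cellular ATP after compound treatment for 48 or 72 hr. Luminescence was imaged 10 min after CellTiter-Glo addition at room temperature.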
Starred values were filed as active, the others as inactive; i = inactive; u = inconclusive; x = no result given; & = joins results of further samples; [ ] = another dose, or the depositor's remark. Unless noted, the call rests on the fitted dose curve; in most records, active means well fitted curve in the direction sought with a large enough effect; inconclusive means small, poorly fitted or top-dose-only effect, or another doubt; inactive means no such curve, though single readings can be large; an effect the other way counts as inactive or inconclusive. Unless noted, on the % scale 0 is the no-effect control and ±100 the full control effect.

SMILES | FLuc inh | SNCA expr inh | GPT2 inhibitor | SNCA viab count | NIH3T3 tox | IP6K1 inh | HEK293 tox
COCCn1c(=O)c(C(=O)N2CCC(c3ccccc3)CC2)nc2cccnc21 | x | 6% | -2% | 0% | -14% | 6 | -9%
CN(C)c1ccc(CNS(=O)(=O)c2ccc3[nH]c4c(c3c2)CCCCC4)cc1 | x | 49%[activator] | x | 12% | x | -6 | x
O=C1NCCCCCN(S(=O)(=O)c2cccs2)[C@H]2CCCC[C@@H]12 | 1% | -18% | i | -17% | -8% | 2 | -20%
Cc1ccc(S(=O)(=O)N2CCN(C3CCN(CCc4ccccc4)C3=O)CC2)cc1 (stereo not given) | 10% | 2% | i | -9% | -11% | 20 | u
CCCC(O)CN1CCC(=O)N(C2CCCC2)Cc2ccccc21 (stereo not given) | x | x | x | x | u | 6 | u
Cc1cc(Nc2ccccc2C)nc(-n2nc(C)cc2C)n1 | x | u | x | u | x | 12 | x
CSc1ccc(-c2cccc(C(=O)NCCNC(=O)c3ccc(F)cc3)c2)cc1 | x | -19% | i | -1%[12.5 µM] | u | 15 | u
Cc1nn(CC(=O)NCc2cccs2)c(=O)c2nc(C(C)C)sc12 | -2% | 0% | 0% | -8% | i | -3 | -1%
O=C(OCc1ccccc1)N1CCOCC12CCN(Cc1ccc(O)cc1)CC2 | -5%[172 µM] | -22%[87.6 µM] | i | -2%[87.6 µM] | 79µM* | -4 | u
CNC(=O)COC(=O)NCCC1CCN(c2cccc(C)n2)CC1 | x | x | -3% | 8% | x | -3 | x
Cc1cn2nc(C(=O)NCc3ccccc3C(F)(F)F)cc2c(N2CCCC2)n1 | 0% | -13% | i | -12% | i | 15 | -8%
O=C(Cc1ccc(Cl)cc1)NC1CCN(c2cc(-c3ccccc3)[nH]n2)CC1 | 2% | -4% | i | -8% | -22% | 2 | u
COc1cccc(N2C(=O)NC(=NC3CCCCC3)C23CCCN(C(=O)c2ccc(C(F)(F)F)cc2)C3)c1 (stereo not given) | x | 14% | -6% | 6% | 3% | -8 | i
COC(=O)C1=C(C)N=C2SC=C(CC(=O)N3CCCCC3)N2C1c1ccc(Cl)cc1 (stereo not given) | -2% | -10% | u | -7% | -28% | 10 | u
COCC1CN(S(=O)(=O)c2cccc(F)c2)CC12CCOCC2 (stereo not given) | 10% | 1% | i | -3% | -8% | 5 | -11%
O=C(NC1CCN(c2nc3ncccc3o2)C1)c1ccc(F)cc1 (stereo not given) | x | -2% | 5% | -11% | -13% | 23 | 0%
CC(C)CCNc1ncccc1C(=O)N1CCN(Cc2ccccc2)CC1 | x | x | 4% | 0% | x | 2 | x
COc1ccc(C(=O)NCc2cccnc2)cc1C(=O)NCc1cccnc1 | x | -10% | -7% | 6% | x | x | x
O=C(c1ccc(Cl)cc1)N1CCC2(CC1)C(=O)NCN2CCc1ccc(Cl)cc1 | x | -23% | 3% | -15% | u | -4 | 40µM*
Cc1c(C(=O)OCCOc2ccccc2)[nH]c2c1C(=O)CC(c1ccc(C(C)(C)C)cc1)C2 (stereo not given) | x | 16% | x | -2% | x | 14 | x
COc1ccccc1N1CCCc2ncc(C(=O)NCCOc3ccccc3)cc21 | 4%[172 µM] | 2%[87.6 µM] | -5%[88.5 µM] | 2%[87.6 µM] | 89µM* | 6 | 100µM*
CSc1ccc(-c2ccc3c(c2)C(=O)N2CCN(C(=O)CCC(=O)O)C[C@@H]2C(=O)N3)cc1 | u | 40%[activator] | -6% | 2% | i | 16 | i
O=C(C1CCCN1C(=O)c1cccc(-c2cccnc2)c1)N1CCN(c2ncccn2)CC1 (stereo not given) | x | x | x | x | -18% | -2 | -14%
COc1ccccc1-c1[nH]nc2ncc(C(=O)N3CCNC(=O)C3)nc12 | -8%[172 µM] | -15%[87.6 µM] | i | 2%[87.6 µM] | u | 15 | -15%[172 µM]
O=C(c1cccn1C1CC1)N1C[C@H](CO)C[C@H](CN2CCCC2)C1 | -5% | u | -20% | -7% | -3% | 3 | i

Quoted at random: 4 compounds from above.
SMILES | FLuc inh | SNCA expr inh | GPT2 inhibitor | SNCA viab count | NIH3T3 tox | IP6K1 inh | HEK293 tox
COc1ccccc1N1CCCc2ncc(C(=O)NCCOc3ccccc3)cc21 | 4%[172 µM] | 2%[87.6 µM] | -5%[88.5 µM] | 2%[87.6 µM] | 89µM* | 6 | 100µM*
COC(=O)C1=C(C)N=C2SC=C(CC(=O)N3CCCCC3)N2C1c1ccc(Cl)cc1 (stereo not given) | -2% | -10% | u | -7% | -28% | 10 | u
CCCC(O)CN1CCC(=O)N(C2CCCC2)Cc2ccccc21 (stereo not given) | x | x | x | x | u | 6 | u
CC(C)CCNc1ncccc1C(=O)N1CCN(Cc2ccccc2)CC1 | x | x | 4% | 0% | x | 2 | x

Sorted by heavy-atom count (low to high): part of the list above
SMILES | FLuc inh | SNCA expr inh | GPT2 inhibitor | SNCA viab count | NIH3T3 tox | IP6K1 inh | HEK293 tox
CNC(=O)COC(=O)NCCC1CCN(c2cccc(C)n2)CC1 | x | x | -3% | 8% | x | -3 | x
COCCn1c(=O)c(C(=O)N2CCC(c3ccccc3)CC2)nc2cccnc21 | x | 6% | -2% | 0% | -14% | 6 | -9%
COc1ccccc1N1CCCc2ncc(C(=O)NCCOc3ccccc3)cc21 | 4%[172 µM] | 2%[87.6 µM] | -5%[88.5 µM] | 2%[87.6 µM] | 89µM* | 6 | 100µM*
O=C(C1CCCN1C(=O)c1cccc(-c2cccnc2)c1)N1CCN(c2ncccn2)CC1 (stereo not given) | x | x | x | x | -18% | -2 | -14%

(list continues)
SMILES | FLuc inh | SNCA expr inh | GPT2 inhibitor | SNCA viab count | NIH3T3 tox | IP6K1 inh | HEK293 tox
COc1ccc(OC)c(CNC(=O)C2CCN(C(=O)N3CC4CC(C3)[C@H]3CCCC(=O)N3C4)CC2)c1 (stereo not given in full) | -6% | 4% | -20% | 10% | i | 28 | -3%
CCc1ccccc1S(=O)(=O)N1CCCN(C)c2ccccc21 | -7% | u | -13% | -12% | u | -10 | u
O=C1[C@H]2CN(Cc3cccc(F)c3)C[C@H]2C(=O)N1Cc1ccc2c(c1)OCO2 | 9% | -27% | i | 7% | u | -7 | u
Cn1nc(C(=O)NC2CC(c3cc(N4CCCC4)ncn3)C2)ccc1=O (stereo not given) | -3% | 23% | 5% | -1% | -23% | 17 | -9%
COc1ccc(CCC(=O)NCc2nc3cccnc3n2Cc2ccc(OC)cc2)cc1 | x | 10% | x | u | x | 7 | x
OCC1CCCN(c2ccc(-c3nc(-c4cccc(C(F)(F)F)c4)no3)cn2)C1 (stereo not given) | -24% | 48%[activator] | -10% | 1% | u | -2 | -29%
Cc1ccccc1NC(=O)N1CCC(CCNC(=O)c2ccoc2)CC1 | 2% | 11% | 2% | 13% | i | 3 | -2%
O=C(c1cc(F)cc(F)c1)N1CC(c2nc(CCc3ccccc3)no2)C1 | 6% | 4% | i | 3% | -13% | 2 | u
O=C(NC1CCCCCC1)C1CCc2nnc(-c3cccc(C(F)(F)F)c3)n21 (stereo not given) | x | 4% | u | -9% | u | 12 | -25%
COc1ccc(-c2onc(C)c2C(=O)NCc2ccccc2C)cc1 | -6% | -13% | -8% | 9% | -29% | 21 | u
CC(=O)N1CCN(C(=O)C[C@@H]2c3nc(NC(=O)C4CCC4)sc3C[C@@H]3[C@](C)(CO)[C@H](O)CC[C@]32C)CC1 | 2% | -10% | -12% | 7% | -5% | -4 | -15%
Cc1ccc(C(=O)NC2CCN(c3ccc4nnc(C5CC5)n4n3)C2)cc1 (stereo not given) | x | x | x | x | 3% | 0 | i
Cn1cnc(S(=O)(=O)N2CCC3(CC2)CC(CC(=O)N2CCOCC2)CCO3)c1 (stereo not given) | 0% | 28% | -4% | 5% | 3% | 1 | 7%
COc1ccccc1CNC(=O)c1ccc(NC(=O)N2CC(C)Sc3ccccc32)cc1 (stereo not given) | x | 27% | x | 1% | x | 3 | x
CC(C)CCNC(=O)c1cnc2n1CCN(Cc1ccccc1F)CC2 | 3%[172 µM] | -14%[87.6 µM] | -1%[88.5 µM] | 3%[87.6 µM] | u | -2 | -28%[172 µM]
O=C(Nc1cc2c(cc1C(=O)c1ccccc1Br)OCCO2)c1cccc(Cl)c1 | x | 28% | x | u | x | 5 | x
Cc1ccc(NC(=O)Cn2c(-c3ccc(F)cc3)nc(C)c(CCO)c2=O)cc1Cl | -4% | -14% | i | -23% | u | -3 | u
CCOc1ccccc1CNC(=O)c1cccn1-c1nnc(N2CCCCC2)s1 | x | 15% | x | -28% | x | 42 | x
CCc1ccc(CN(Cc2cn[nH]c2-c2ccc(OC)cc2)C(=O)Nc2cc(Cl)ccc2OC)cc1 | x | u | x | -13% | x | -13 | x
Cc1cc(C(=O)N2CCC(c3nc(-c4ccccc4)no3)C2)n[nH]1 (stereo not given) | 1% | 5% | i | 6% | u | -4 | u
c1cc(-c2nc3ccncc3[nH]2)ccn1 | -14%[230 µM] | u | 1%[88.5 µM] | -9%&-5%[87.6 µM] | u | 14&4 | u
Cc1ccc(Cn2cccc2C2=NC(C)(C)CO2)cc1 | x | u | x | 3% | x | -16 | x
CC(C)(C)n1nnnc1C1CC2(CCOCC2)C(=O)N1Cc1ccc(F)cc1 (stereo not given) | -1% | 5% | i | 5% | -1% | 2 | -4%
O=C(CN1C(=O)NC(c2ccc(Cl)cc2)C2=C1COC2=O)NCCc1ccc(Cl)cc1 (stereo not given) | -9% | u | u | u | u | -8 | 45µM*
Cc1ccc2nc(C(=O)N[C@H]3COC[C@H]3Cc3cc(C)no3)cn2c1 | 5% | 20% | 4%[11.5 µM] | -1% | -18% | -14 | -1%

The listing continues.
SMILES | FLuc inh | SNCA expr inh | GPT2 inhibitor | SNCA viab count | NIH3T3 tox | IP6K1 inh | HEK293 tox
CCOCc1nc(C2CCCN(C(=O)c3ccc(OC)nc3)C2)no1 (stereo not given) | 3% | 2% | 5% | -12%[12.5 µM] | i | 12 | 7%
CN(CC1CCOC1)S(=O)(=O)c1cc(F)cc(F)c1 (stereo not given) | -1% | -23% | i | 10% | 0% | 16 | -5%
Cc1ccccc1Cn1c(=O)n(CCC(=O)NCc2ccco2)c(=O)c2sccc21 | x | -21% | x | 1% | x | 3 | x
COc1cccc(CC(=O)N2CCN(C(=O)c3nnn4c3COC(c3ccc(C)cc3)C4)CC2)c1 (stereo not given) | 9% | -25% | i | -19% | -7% | 1 | u
CCc1nn(-c2ccccc2)c(Oc2ccccc2OC)c1CCC(=O)NCCOC | 2% | 2% | -10% | -3% | u | -2 | u
COc1cc(-c2nc(S(=O)(=O)c3ccc(Br)cc3)c(N3CCOCC3)o2)cc(OC)c1OC | x | 66% | x | 2% | x | 17 | x
Cc1ccc(OC(=O)N2CCC(Oc3ccc4c(cnn4CCC(=O)O)c3)CC2)cc1 | -7%[172 µM] | -16%[87.6 µM] | 1%[88.5 µM] | -5%[87.6 µM] | 35µM* | 2 | -11%[172 µM]
CCC(CC)n1c(=O)n(Cc2ccc(C(=O)N(C)C)o2)c2cc(C(=O)O)cnc21 | -1% | 6% | -12% | -1% | -10% | -9 | -9%

An excerpt. The share of hits here may be higher or lower than overall.
